# GSK3A inh: blocks human GSK-3 alpha kinase. inhibition, % at 10 µM. actives 0.1% (n = 320,000). ADP-Glo luminescence, 60 min. P49840;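 in the data active = inhibition above about 50%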;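 also: GST-tagged GSK-3 alpha with peptide substrate and 25 µM ATP; 0% = DMSO neutral wells and 100% = GW8510 positive control wells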
# RGS4 pot: RGS4 potentiation or activation. actives 0.92% (n = 310,000). HEK293 M3R/inducible RGS4, carbachol calcium flux Fluo4; active compounds read low. AID 463111. B-score at 10 µM;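 active = B-score of the integrated calcium signal more than 4 SD below the library mean, with starting fluorescence not abnormally high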;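 also: negative B-score means reduced calcium response which marks RGS4 activation or potentiation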
#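 Assay system: HEK293 FlpIn-TREx cells, stable M3R, doxycycline-inducible RGS4 / Probe or stimulus: carbachol, ECmax concentration / Times: overnight RGS4 induction, 30 min dye load 37 °C, 20 min compound RT / Signal: kinetic calcium fluorescence imaging with Fluo4-AM dye, 2 µM / Measure: Agonist-evoked peak-minus-minimum fluorescence over baseline, integrated ratio, B score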
# KCNQ1 block: inhibitors of human KCNQ1 potassium channel; B-score at 10 µM; actives 1.3% (n = 310,000); CHO-K1 KCNQ1, FluxOR thallium flux fluorescence; active compounds read high;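 active = compounds whose thallium flux B-score, printed positive for inhibition, exceeds three library SD while starting fluorescence stays within three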;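 also: channel opened by potassium depolarization with thallium stimulus after 20 min compound exposure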
# hERG protect: hERG (human) protection from proarrhythmic block. Q12809. CHO-hERG, FluxOR thallium flux, dofetilide IC70 present. activation (rescue from dofetilide block), less the hit threshold, % at 10 µM. actives 0.51% (n = 310,000);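 active = activation above the mean of controls blocked by dofetilide plus 5 SD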;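 also: thallium influx through hERG after potassium depolarization seen as dye fluorescence rise; in these data hits start at about 4.7%; inactives centre near -7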
# Target sequence (Q12809 whole entry, looked up): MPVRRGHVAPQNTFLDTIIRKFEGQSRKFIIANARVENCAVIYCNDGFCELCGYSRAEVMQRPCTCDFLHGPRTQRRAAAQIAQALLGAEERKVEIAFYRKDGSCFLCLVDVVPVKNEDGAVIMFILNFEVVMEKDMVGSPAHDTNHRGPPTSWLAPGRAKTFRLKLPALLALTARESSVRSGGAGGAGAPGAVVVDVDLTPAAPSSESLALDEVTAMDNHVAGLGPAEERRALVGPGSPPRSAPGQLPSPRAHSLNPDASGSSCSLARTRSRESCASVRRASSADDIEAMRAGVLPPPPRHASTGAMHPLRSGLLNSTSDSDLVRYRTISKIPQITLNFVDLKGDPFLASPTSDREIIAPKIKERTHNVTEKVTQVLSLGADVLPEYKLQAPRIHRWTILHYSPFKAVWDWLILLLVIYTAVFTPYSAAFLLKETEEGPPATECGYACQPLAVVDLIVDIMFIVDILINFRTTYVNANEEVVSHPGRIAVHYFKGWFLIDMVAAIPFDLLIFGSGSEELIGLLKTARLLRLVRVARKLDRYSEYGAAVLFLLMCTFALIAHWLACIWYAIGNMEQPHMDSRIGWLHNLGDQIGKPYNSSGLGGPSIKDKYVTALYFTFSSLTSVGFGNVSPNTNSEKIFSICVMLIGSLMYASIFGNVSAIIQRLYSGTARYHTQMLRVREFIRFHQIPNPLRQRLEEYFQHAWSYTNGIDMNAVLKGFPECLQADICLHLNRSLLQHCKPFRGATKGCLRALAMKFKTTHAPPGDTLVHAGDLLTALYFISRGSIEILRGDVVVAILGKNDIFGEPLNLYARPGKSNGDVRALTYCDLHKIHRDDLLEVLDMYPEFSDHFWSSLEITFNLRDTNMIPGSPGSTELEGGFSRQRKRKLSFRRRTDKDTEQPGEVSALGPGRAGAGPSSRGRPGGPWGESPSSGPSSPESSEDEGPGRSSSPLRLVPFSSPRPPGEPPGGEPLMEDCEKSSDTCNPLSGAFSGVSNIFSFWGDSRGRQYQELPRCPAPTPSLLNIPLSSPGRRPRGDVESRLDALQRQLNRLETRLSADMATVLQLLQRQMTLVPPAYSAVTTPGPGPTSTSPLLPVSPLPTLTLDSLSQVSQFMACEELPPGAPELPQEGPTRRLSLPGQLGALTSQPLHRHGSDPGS
# KCNK3 block: human KCNK3 channel inhibition, primary screen; AID 602410; actives 0.84% (n = 340,000); CHO-KCNK3 thallium flux, FluxOR fluorescence; active compounds read low; O14649; B-score at 10 µM;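 active = B-score under library mean minus 4 SD, starting fluorescence ratio at most library mean plus 5 SD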;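 also: more negative B-score means stronger inhibition of thallium flux through KCNK3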
# GSK3B inh: blocks human GSK3beta kinase activity; P49841; GST-GSK3beta kinase, ADP-Glo luminescence, 60 min; active compounds read low; activity score (negative = inhibition), % at 10 µM; actives 0.038% (n = 300,000); AID 2097;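 active = more than half of replicate wells score below -50%, meaning over 50% inhibition versus plate controls; inconclusive = some replicates but at most half score below -50%; inactive = no replicate scores below -50%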;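 also: 0% = median DMSO wells and -100% = median GW8510 positive control wells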
#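 test system = GST-tagged human GSK3beta kinase, cell-free | reagent = 25 µM ATP with peptide substrate | dosing = one dose of 10 µM per compound | schedule = 60 min reaction, RT | detection = luminescent ADP-Glo measurement of ADP formed | control set = DMSO neutral wells and GW8510 at 20 µM as positive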
# KCNK9 inh: human KCNK9 channel inhibition; B-score at 10 µM; Q9NPC2; actives 1.2% (n = 310,000); AID 488922; HEK293 KCNK9, FluxOR thallium flux fluorescence; active compounds read low;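 active = ratio B-score over 3 SD below the library mean, with starting fluorescence within 5 SD of its mean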;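 also: negative B-score means less thallium flux so channel inhibition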
# HDAC3 inhib: inhibitors of human histone deacetylase 3; inhibition, % at 8.3 µM; actives 0.15% (n = 320,000); recombinant HDAC3, fluorogenic peptide/trypsin coupled, fluorescence; O15379; in the data active = inhibition above about 26%, passing the limit was not always enough; inconclusive = no clear call, values can overlap the other calls
# DYRK1A inh: blocks rat Dyrk1A kinase activity; Q63470; ADP-Glo luminescence, NFATc1 peptide; inhibition, % at 12.5 µM; actives 0.43% (n = 310,000); AID 504441; in the data active = inhibition above about 50%;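 also: plate controls were vehicle with enzyme for no effect and no enzyme for full effect; many of its hits are not listed in these tables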
# KCNQ1 act: human KCNQ1 channel potentiation or activation; CHO-K1 KCNQ1, thallium flux FluxOR fluorescence; active compounds read high; B-score at 10 µM; actives 0.35% (n = 310,000); AID 2648;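 active = fluorescence ratio B-score, a plate-corrected score, at least three library SD, with initial intensity B-score within 5 SD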
#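 Schedule – 37 °C overnight plating, 90-min dark dye load, 20-min compound pretreatment · System – stable KCNQ1 CHO-K1 line · Probe or stimulus – thallium- and potassium-containing depolarizing buffer · Measured by – kinetic FluxOR fluorescence, 10 s baseline plus 110 s post-stimulus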
# PolyA inhibitor: yeast polyadenylation inhibition. S. cerevisiae SKY197-pL101 polyadenylation reporter, beta-gal luminescence; efflux-impaired pdr1/pdr3 knockout yeast; score 100 = 6 SD above DMSO. calls only at 12 µM. actives 0.02% (n = 300,000);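 active = lowest replicate activity score at least 50, where 100 means six control SD above control mean; inconclusive = lowest score under 50 but half or more replicates reach 50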;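 also: yeast exposed to compound for 9 h at 30 °C; higher score means more reporter readthrough which indicates perturbed polyadenylation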
# Starred values were filed as active, the others as inactive; i = inactive; ? = inconclusive; · = no result given.
SMILES,GSK3A inh,RGS4 pot,KCNQ1 block,hERG protect,KCNK3 block,GSK3B inh,KCNK9 inh,HDAC3 inhib,DYRK1A inh,KCNQ1 act,PolyA inhibitor
COc1ccc(NC(=O)CCCn2c(=O)c3sccc3n(Cc3ccc(C)cc3C)c2=O)cc1,2,i,i,-14,i,4,i,-5,-3,i,i
COc1cccc(CNC(=O)c2ccc(CS(=O)Cc3ccc(C)cc3)o2)c1 (configuration not stated),0,i,i,-4,i,1,i,-3,-6,i,i
COc1ccc(OC)c(C2C3=C(N=c4s/c(=C\c5cccc(O)c5)c(=O)n42)c2ccccc2CC3)c1 (configuration not stated),-4,i,i,-1,i,1,i,5,-3,i,i
CCOC(=O)c1c(NC(=O)CSc2nnc(CNc3ccc(OC)cc3)n2C)sc(C)c1C,-4,i,i,-9,i,0,i,2,4,i,i
Cc1nc([N+](=O)[O-])cn1CC(=O)Nc1ccc([N+](=O)[O-])cc1,-1,i,i,-7,i,-1,i,4,·,i,i
CC(=O)N/C(=N/c1nc(C)cc(C)n1)Nc1cc(C)cc(C)c1,-3,i,i,-3,i,-1,i,·,2,i,i
O=C(Nc1ccc(N2CCOCC2)cc1)c1cc(-n2cnnc2)ccc1Cl,0,i,i,-6,i,1,i,5,-4,i,i
Cc1ccc(CCNC(=O)C2CCN(S(=O)(=O)c3cccc4nonc34)CC2)cc1,-1,i,i,-8,i,14,i,4,57*,i,i
COc1ccc(C(=O)O/N=C(\N)Cc2ccc([N+](=O)[O-])cc2)c(OC)c1,-12,i,i,-10,i,2,i,1,5,i,i
CCOc1ccc(CN2CCN(CCCc3ccccc3)CC2CCO)cc1 (configuration not stated),-4,i,i,-8,i,2,i,-4,1,i,i
O=C(COc1cccnc1[N+](=O)[O-])c1ccc(Cl)s1,0,i,i,-15,i,2,i,6,8,i,i
CC1CCN(S(=O)(=O)c2ccc(Cl)cc2Br)CC1,1,i,i,-11,i,2,i,4,-1,i,i
CN1CCCC(OC(=O)c2ccc(S(=O)(=O)N(C)C)cc2)C1 (configuration not stated),-1,i,i,-6,i,4,i,-3,-6,i,i
O=C(CNC(=O)c1cccnc1)N/N=C/c1ccc(O)cc1O,6,i,i,-4,i,-4,i,2,18,i,i
CC1=C(C(=O)OCC2CCCO2)C(c2ccccc2)NC(=O)N1 (configuration not stated),0,i,i,-3,i,-1,i,-2,3,i,i
[O-]/[N+](=C\c1ccc(F)cc1)c1ccccc1,-1,i,i,-4,i,1,i,0,1,i,i
Cc1ccc(C(=O)Nc2ncc(C)s2)o1,3,i,i,-4,i,·,i,0,6,i,i
CN1CCN(c2ccc(C(F)(F)F)cc2NC(=O)Nc2ccccc2)CC1,3,i,i,-9,i,2,i,8,9,i,i
CCCn1c2ccccc2c2cnn(CC(=O)NCCN(CC)CC)c(=O)c21,-1,i,i,-10,i,2,i,1,12,i,i
O=C(CSCc1ccccc1)Nc1ccc2c(c1)C(=O)NC2=O,30,i,i,-3,i,-46,i,7,17,i,i
O=C(NCc1nnc(SCC(=O)N2CCC(Cc3ccccc3)CC2)o1)c1ccco1,-1,i,i,-14,i,-2,i,-9,·,i,i
O=C(NC1CCCCC1)C(c1cccnc1)N(C(=O)CCl)c1ccccc1Cl (configuration not stated),0,i,i,-8,i,4,i,2,2,i,i
CCCCSc1cnn(-c2ccccc2)c(=O)c1SCCCC,1,i,6*,-7,i,0,-9.9*,2,6,i,i
CC1(C)OC(=O)C(=Cc2ccc[nH]2)C(=O)O1,-2,i,i,-6,i,0,i,-3,·,i,i
CCOC(=O)c1sc(NC(=O)CSc2n[nH]c(CC)n2)nc1C,14,i,i,1,i,-15,i,0,4,i,i

# Next section (3 carried over from the part before).
SMILES,GSK3A inh,RGS4 pot,KCNQ1 block,hERG protect,KCNK3 block,GSK3B inh,KCNK9 inh,HDAC3 inhib,DYRK1A inh,KCNQ1 act,PolyA inhibitor
CCCCSc1cnn(-c2ccccc2)c(=O)c1SCCCC,1,i,6*,-7,i,0,-9.9*,2,6,i,i
CC1(C)OC(=O)C(=Cc2ccc[nH]2)C(=O)O1,-2,i,i,-6,i,0,i,-3,·,i,i
CCOC(=O)c1sc(NC(=O)CSc2n[nH]c(CC)n2)nc1C,14,i,i,1,i,-15,i,0,4,i,i
O/N=C(/CCc1ccccc1)c1ccc2c(c1)OCCO2,2,i,i,-20,i,-1,i,?,14,i,i
Cc1c(C(=O)Nc2cccc(Cl)c2)c2ccccn2c1CCc1ccncc1,·,i,9*,-11,-10*,-2,i,·,-1,i,i
COc1cccc(C(C(=O)NC(C)(C)C)N(CCC(C)C)C(=O)CCC(=O)Nc2cc(C)on2)c1OC (configuration not stated),0,i,i,-9,i,3,i,7,-5,i,i
COCn1c(COc2ccccc2)nc2ccccc21,-1,i,i,-17,i,0,i,2,2,i,i
Cc1cc(N2CCN(C(c3ccccc3)c3ccccc3)CC2)n2ncnc2n1,0,i,i,-35,i,-1,i,1,-5,i,i
CN(C)c1nc(N/N=C/c2c[nH]c3ccccc23)nc(N2CCOCC2)n1,-1,i,i,-8,i,7,i,1,12,i,i
O=C(NCC1CCCO1)c1cccc(NC(=O)c2ccco2)c1 (configuration not stated),-1,i,i,-2,i,0,i,0,-5,i,i
CCOc1cccc(/C(O)=C2/C(=O)C(=O)N(CCOC)C2c2ccco2)c1 (configuration not stated),-3,i,i,-1,i,0,i,4,-4,i,i
CCCCNc1nc(-c2ccccc2)cc(C(F)(F)F)c1C(N)=O,1,i,i,-1,i,-2,i,-4,-9,i,i
O=C(N/N=C/c1c[nH]c2ccccc12)c1cc(-c2ccccc2)n[nH]1,1,i,i,-20,i,0,i,16,15,i,i
Cc1cc(C)c2nc3sc(C(=O)N4CCOCC4)c(N)c3cc2c1,4,i,i,-22,-11*,-1,i,-7,10,i,i
CCN(CC)S(=O)(=O)c1cc(NC(=O)COC(=O)CCC(=O)c2cccs2)ccc1C,0,i,i,-6,i,0,i,5,3,i,i
O=C(OCc1nnc(-c2ccccc2)o1)c1cc(S(=O)(=O)N2CCOCC2)c(Cl)cc1Cl,0,i,i,-6,i,·,i,3,0,i,i
CNC(=O)CSc1nnc(C2CC2)n1-c1ccccc1,2,i,i,-11,i,-4,i,4,·,i,i
Nn1c(=O)c2ccccc2n2c(SCc3ccccc3)nnc12,1,i,i,-11,i,0,i,-5,-3,i,i
Cc1noc(C)c1COc1ccc(C(=O)NCCc2ccccn2)cc1,0,i,i,-3,i,4,i,2,12,i,i
CC(=O)N/C(=N/c1nc(C)cc(C)n1)Nc1ccc(F)cc1F,-1,i,i,-4,i,-1,i,2,-2,i,i
COC(=O)C1C(c2ccccc2)NC(=O)NC1(O)C(F)(F)Cl (configuration not stated),-2,i,i,-13,i,4,i,?,2,i,i
O=C(Nc1ccccc1)NC1CCN(Cc2ccccc2)CC1,0,i,i,-5,i,-1,i,2,-2,i,i
O=c1cc(CNCCCO)c2ccccc2[nH]1,-1,i,i,-4,i,0,i,7,2,i,i
COC(=O)CN(c1cc(C(F)(F)F)ccc1Cl)S(C)(=O)=O,0,i,i,1,i,0,i,4,-1,i,i
COc1cccc(NC(=O)c2ccc3c(c2)CCCC3)c1,7,i,i,-9,i,1,i,4,6,i,i
O=C(N1CCCC1)C12CC3CCC(CC(C3)C1)C2,-1,i,i,-11,-12*,1,i,2,0,i,i
C=CCN1C(=O)c2ccc(C(=O)N3CCN(S(=O)(=O)c4cccc(F)c4)CC3)cc2C1=O,-2,i,i,-12,i,3,i,6,-3,i,i
CCSc1nnc(NC(=O)Cc2cccc(OC)c2)s1,-1,i,i,1,i,-2,i,0,7,i,i

# Continuation:
SMILES,GSK3A inh,RGS4 pot,KCNQ1 block,hERG protect,KCNK3 block,GSK3B inh,KCNK9 inh,HDAC3 inhib,DYRK1A inh,KCNQ1 act,PolyA inhibitor
O=P(O)(O)COc1ccccc1P(=O)(c1ccccc1)c1ccccc1,0,i,i,-3,i,3,i,2,-2,i,i
COc1ccc(-c2nnc(NC(=O)C3=COCCO3)o2)cc1,-1,i,i,-10,i,-30,i,-1,7,i,i
CC1(C)COC(/C=C/c2cccc([N+](=O)[O-])c2)=N1,1,i,i,-9,i,2,i,5,0,i,i
O=C(CC1CCCC1)Nc1ccc(Br)cc1,-3,i,i,-10,i,·,i,-13,-5,i,i
NC(=O)COC(=O)CC12CC3CC(CC(C3)C1)C2,-1,i,i,-15,i,-1,i,-4,-4,i,i
Cn1c(SCC(=O)Nc2ccc(C(N)=O)cc2)nnc1-c1cccs1,-2,i,i,-5,i,-2,i,1,9,i,i
CCNc1nc(NC(C)(C)C)nc(SC(C(C)=O)C(C)=O)n1,1,i,i,-4,i,0,i,-7,-8,i,i
COc1cccc(NC(=O)c2ccc(N3C(=O)C4CC=C(C)CC4C3=O)cc2)c1 (configuration not stated),1,i,i,-4,i,0,i,12,5,i,i
CCN(C(C)=O)c1cccc2ccccc12,3,i,i,-12,i,1,i,-3,-9,i,i
COc1ccc(S(=O)(=O)N(C)C)cc1NC(=O)[C@H](Cc1ccccc1)N1C(=O)c2ccccc2C1=O,-5,-9.4*,i,-10,i,2,i,10,1,i,i
O=C(CN1CCN(C(=O)c2ccccc2)CC1)Nc1ccc(Cl)cc1F,-1,i,i,-5,i,3,i,-2,-9,i,i
COc1ccc(NC2=NCC(=O)N2Cc2cccs2)cc1,-1,i,i,-4,i,-1,i,-2,6,i,i
Cc1ccc(NC(=O)CN(C)S(=O)(=O)c2cccc3cccnc23)c(C)c1,-3,i,i,-10,i,3,i,-10,-5,i,i
COc1ccc(-c2cc(C(=O)NCC(c3ccccc3)N(C)C)c3ccccc3n2)cc1OC (configuration not stated),-1,i,i,-18,i,5,i,3,2,i,i
COc1ccc(-c2nc(CS(=O)CC(=O)NCc3ccc(Cl)cc3)c(C)o2)cc1 (configuration not stated),-3,i,i,-11,i,0,i,1,4,i,i
COc1cc(/C=N/OCC(=O)Nc2ccc(OC(F)F)cc2)ccc1OCc1ccccc1,-2,-7*,i,-5,i,0,i,8,6,i,i
CCOC(=O)Cc1ccc(NC(=O)c2ccccc2Br)cc1,-1,i,i,-16,i,3,i,1,0,i,i

# Only part of the results is shown, so the mix of outcomes need not match the whole.
